# Screening results from PubChem.
# RORgamma inh: qHTS for inhibitors of ROR gamma transcriptional activity; Drosophila S2 Gal4-RORgamma UAS-luciferase reporter, 20 h; Potency, µM (top dose mostly 53.6 µM), for the others: at the top dose activity change, negative = inhibition, most hits filed as inhibitors; 310,000 compounds, 5.4% hits; Nuclear receptor ROR-gamma (Mus musculus), P51450; further: potency means the concentration at half of the fitted maximal effect; on the % scale 0 is the no-effect control and ±100 the full control effect; nearly all actives have a fitted effect of over 60% in size
# Target sequence (P51450 whole entry, looked up, the tested form may be a part): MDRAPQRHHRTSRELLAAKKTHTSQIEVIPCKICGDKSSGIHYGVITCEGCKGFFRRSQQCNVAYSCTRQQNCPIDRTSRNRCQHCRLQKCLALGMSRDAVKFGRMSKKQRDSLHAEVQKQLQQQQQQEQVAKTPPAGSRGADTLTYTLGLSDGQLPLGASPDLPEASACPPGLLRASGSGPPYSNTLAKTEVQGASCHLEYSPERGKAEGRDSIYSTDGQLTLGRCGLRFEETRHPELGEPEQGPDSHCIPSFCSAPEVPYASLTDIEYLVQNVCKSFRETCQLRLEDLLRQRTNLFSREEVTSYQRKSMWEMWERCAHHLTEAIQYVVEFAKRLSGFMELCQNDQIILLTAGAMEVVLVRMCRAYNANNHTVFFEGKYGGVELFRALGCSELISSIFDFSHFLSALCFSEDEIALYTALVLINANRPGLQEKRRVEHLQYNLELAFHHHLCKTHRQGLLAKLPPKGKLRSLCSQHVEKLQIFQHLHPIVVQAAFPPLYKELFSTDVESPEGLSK
#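 Stable Schneider cell line, Gal4 DNA-binding domain fused to ROR gamma, UAS-luciferase. Cmpd 1 hr RT → CuSO4 700 uM final → 20 hr RT → luciferase reagent 10 min → luminescence.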
# Mito fusion act: qHTS Assay for Small Molecule Inhibitors of Mitochondrial Division or Activators of Mitochondrial Fusion | S. cerevisiae fusion-defective mutant growth rescue, CellTiterGlo 48 h | Potency, µM (doses to about 46.1 µM), for inactives: top-dose growth rescue (activation), hits mostly activators | 320,000 compounds, 0.23% hits;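 further: potency means the concentration at half of the fitted maximal effect; % of control where 0% means no effect; nearly all actives have a fitted effect of over 45% in size; temperature-sensitive fusion mutants such as fzo1-1 at 37 °C on non-fermentable ethanol glycerol medium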
#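 S. cerevisiae fusion-defective temperature-sensitive mutants (e.g. fzo1-1, mgm1-5) grown 48 h at 37C in YPEG (ethanol/glycerol non-fermentable) medium with 23 nl compound per well; growth rescue read as CellTiterGlo luminescence.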
# PKM2 act: qHTS Assay for Activators of Human Muscle isoform 2 Pyruvate Kinase; Pyruvate kinase PKM (Homo sapiens), P14618; Potency, µM (top dose mostly 57.5 µM), inactives show at the top dose activation, actives largely listed as activators; AID 1631, 2009; 260,000 compounds, 0.34% hits; purified PKM2, Kinase-Glo ATP luminescence, activation; response scale: 0% is enzyme alone, no compound; further: potency means the concentration at half of the fitted maximal effect; on the % scale 0 is the no-effect control and ±100 the full control effect; nearly all actives have a fitted effect of over 55% in size
# Target sequence (P14618 whole entry, looked up, canonical isoform): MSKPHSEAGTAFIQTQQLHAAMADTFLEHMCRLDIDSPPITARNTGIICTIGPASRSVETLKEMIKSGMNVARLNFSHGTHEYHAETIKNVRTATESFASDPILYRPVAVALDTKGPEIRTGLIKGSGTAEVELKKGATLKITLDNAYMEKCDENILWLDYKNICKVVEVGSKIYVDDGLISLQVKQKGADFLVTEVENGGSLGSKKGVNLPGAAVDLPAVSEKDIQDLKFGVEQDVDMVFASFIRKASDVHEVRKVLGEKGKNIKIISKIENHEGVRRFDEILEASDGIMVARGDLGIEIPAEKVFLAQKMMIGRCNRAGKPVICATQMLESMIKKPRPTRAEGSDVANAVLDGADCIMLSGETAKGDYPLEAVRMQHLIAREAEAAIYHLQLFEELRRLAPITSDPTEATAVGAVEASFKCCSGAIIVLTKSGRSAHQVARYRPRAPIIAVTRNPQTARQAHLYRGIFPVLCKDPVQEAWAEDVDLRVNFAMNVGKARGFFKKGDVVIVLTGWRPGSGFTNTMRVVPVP
#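 Kinase-Glo luminescence reports ATP generated from ADP (0.1 mM) and PEP (0.5 mM) by purified hPK-M2 after 1 h at room temperature, pH 7.2 imidazole buffer; intermediate enzyme activity allows detecting inhibitors and activators.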
# Menin MLL FP TR: qHTS Assay for Inhibitors Targeting the Menin-MLL Interaction in MLL Related Leukemias: Competition With Texas Red Labeled MLL-derived Mutant Peptide; 270,000 compounds, 0.23% hits; Potency, µM (titrated, usually from 61.6 µM), without a hit: at the highest dose FP activity change, negative = inhibition, hits mostly inhibitors; Menin + Texas Red MLL mutant peptide, fluorescence polarization; AID 1768, 2009; O00255; active means well fitted inhibition curve with a large enough effect in the polarisation, with a control signal flat, not every such curve was filed as active; inconclusive means small, poorly fitted or top-dose-only effect, or effect the other way, or a change in a side signal; inactive means no such curve, though single readings can be large or run the other way; the % refers to the polarisation; further: potency means the concentration at half of the fitted maximal effect; % of control where 0% means no effect; many of its hits are not listed in these tables
# NPC1 prom act: qHTS Assay for NPC1 Promoter Activators; Potency, µM (titrated, usually from 9.22 µM), for the others: at the top dose activation, most hits filed as activators; 320,000 compounds, 2.4% hits; AID 485313, 2010; Huh7 NPC1 promoter luciferase reporter, 24 h;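 further: potency means the concentration at half of the fitted maximal effect; % of control where 0% means no effect; nearly all actives have a fitted effect of over 60% in size; reporter is driven by a mutant NPC1 promoter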
#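 Luciferase expression driven by the NPC1 promoter was measured in stably transfected Huh7 cells after a 24 h compound incubation, using a luciferase reagent and a luminescence read.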
# Rab9 promoter act: qHTS Assay for Rab9 Promoter Activators. 320,000 compounds, 2.8% hits. Huh7 Rab9 promoter-luciferase reporter, luminescence, 24 h. Potency, µM (series often up to 9.22 µM), for inactives: at the highest dose activation, negative = inhibition, actives largely listed as activators; further: potency means the concentration at half of the fitted maximal effect; % of control where 0% means no effect; nearly all actives have a fitted effect of over 60% in size
#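 Quantitative HTS format; Huh7 Rab9-luciferase reporter cells (1500/well) receive compound 2 h post-plating, incubate 24 h at 37 °C, then get luciferase reagent for 10 min before luminescence reading.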
# FLuc modulator: qHTS profiling assay for firefly luciferase inhibitor/activator using purifed enzyme and Km concentrations of substrates (counterscreen for miR-21 project). Potency, µM (highest dose often 57.5 µM), inactives show at the highest dose activity change, negative = inhibition, usual class: inhibitors. Luciferin 4-monooxygenase (Photinus pyralis), P08659. purified FLuc, Km substrates, luminescence inhibition. 360,000 compounds, 6.9% hits;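 further: potency means the concentration at half of the fitted maximal effect; plate controls were vehicle for no effect and reference inhibitor for full effect; nearly all actives have a fitted effect of over 55% in size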
#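 Purified P. pyralis luciferase, 10 nM final, with Km-level 10 uM D-luciferin and 10 uM ATP in 50 mM Tris acetate pH 7.5, 10 mM Mg acetate, 0.01% Tween-20, 0.05% BSA; 6-point qHTS titration about 60 µM downward; luminescence read.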
# VP16 counter: VP16 counterscreen qHTS for inhibitors of ROR gamma transcriptional activity; Potency, µM (highest dose often 53.6 µM), without a hit: at the top dose activity, negative = inhibition, actives largely listed as inhibitors; Drosophila S2 Gal4-VP16 UAS-luciferase, luminescence, 20 h; AID 2546, 2010; 310,000 compounds, 3.5% hits;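 further: Gal4-VP16 expression switched on by copper sulfate through the metallothionein promoter; potency means the concentration at half of the fitted maximal effect; on the % scale 0 is the no-effect control and ±100 the full control effect; nearly all actives have a fitted effect of over 50% in size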
# ELG1 DNA repair: qHTS screen for small molecules that inhibit ELG1-dependent DNA repair in human embryonic kidney (HEK293T) cells expressing luciferase-tagged ELG1; HEK293T ELG1-luciferase reporter, luminescence, 16 h; DNA damage induced by 5-fluorouridine; Potency, µM (doses to about 46.1 µM), for the others: top-dose activity change, negative = inhibition, most hits filed as inhibitors; 330,000 compounds, 2.3% hits; further: potency means the concentration at half of the fitted maximal effect; on the % scale 0 is the no-effect control and ±100 the full control effect; nearly all actives have a fitted effect of over 55% in size
#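 DMSO vehicle served as the neutral condition. Each well held 2,000 cells given 5-fluorouridine plus compound; after 16 hr at 37 °C/5% CO2, ONE-Glo was added and luciferase measured 30 min later.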
# KCNH2 3.1 inh: qHTS for Inhibitors of KCHN2 3.1: Mutant qHTS. Potassium voltage-gated channel subfamily H member 2, brain isoform KCNH2 3.1 (human). 340,000 compounds, 0.95% hits. AID 720553, 2013. U2OS KCNH2 3.1, thallium flux FluxOr; hits give low values. activity change, % (tested at about 1.8 µM);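 active means maximum activity change below -70%; inconclusive means maximum activity change from -70% to -50%; inactive means maximum activity change above -50%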;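 further: thallium influx rate constant from kinetic fluorescence after stimulation buffer; on the % scale 0 is the no-effect control and ±100 the full control effect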
#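 Normalized rate constant (relative to positive and negative DMSO controls) derived from a 2 min kinetic fluorescence read after stimulation; U2OS cells expressing the 3.1 isoform via virus at 1.77 x 10^8 /mL.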
# MBNL1 CUG block: qHTS Assay for Inhibitors of MBNL1-poly(CUG) RNA binding; TR-FRET MBNL1-His/biotin-(CUG)12 binding, 665/545 ratio; AID 2675, 2010; 280,000 compounds, 0.036% hits; Potency, µM (series often up to 57.5 µM), for the others: at the top dose activity change, negative = inhibition, actives largely listed as inhibitors; Muscleblind-like protein 1 (Homo sapiens), Q9NR56; active means well fitted inhibition curve with a large enough effect in the signal ratio, with a control signal flat, not every such curve was filed as active; inconclusive means small, poorly fitted or top-dose-only effect, or effect the other way, or a change in a side signal; inactive means no such curve, though single readings can be large or run the other way; the % refers to the signal ratio; further: potency means the concentration at half of the fitted maximal effect; on the % scale 0 is the no-effect control and ±100 the full control effect
#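 TR-FRET between His-tagged MBNL1 and biotin-(CUG)12 RNA, detected with Tb anti-His antibody (0.055 ng/ul) and streptavidin-XL665 (5 nM), 60 min at room temperature. Compounds titrated 92 nM to 58 uM; 665/545 nm ratio normalized to buffer and complex controls.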
# Numbers without * were called inactive; u = inconclusive; x = not tested or not shown; [ ] = dose if it differs, or a comment. Unless noted, the call rests on the fitted dose curve; in most records, active means well fitted curve in the direction sought with a large enough effect; inconclusive means small, poorly fitted or top-dose-only effect, or another doubt; inactive means no such curve, though single readings can be large; an effect the other way counts as inactive or inconclusive. Only part of the results is shown, so the mix of outcomes need not match the whole.
Structure,RORgamma inh,Mito fusion act,PKM2 act,Menin MLL FP TR,NPC1 prom act,Rab9 promoter act,FLuc modulator,VP16 counter,ELG1 DNA repair,KCNH2 3.1 inh,MBNL1 CUG block
O=C1COCCOCCOCCOCC(=O)NCCN1,-7%,-10%,-10%,-4%,-4%,-3%,-1%,8%,3%,-4,-4%
CN1C(=O)c2cccc(NC(=O)Cc3ccccc3)c2C1=O,-20%,5%,7%,7%,1%,1%,1%,12%,-4%,10,u
O=C(Nc1ccc(Br)cc1)c1csc(-c2ccncc2)n1,28%,-1%,-9%,18%,7%,1%,u,-4%,u,7,-1%
CCN(CC(=O)Nc1ccc(OC)cc1)CC(=O)Nc1sc2c(c1C(=O)OC)CCCC2,x,u,x,x,-3%,0%,x,x,u,-1,x
Cc1nc(Oc2ccccc2)c2oc3ccccc3c2n1,-16%,0%,12%,-2%,-3%,1%,-18%,2%,-5%,18,-7%
CCc1c(C)nc2ncnn2c1Nc1ccc(C)c(C)c1,-19%,-9%,2%,-28%,-2%,-3%,-1%,16%,-2%,-22,-18%
Cc1csc2ncc(C(=O)Nc3ccccc3Cl)c(=O)n12,-12%,2%,-6%,9%,u,3.2µM*,-17%,-1%,u,-7,2%
COc1ccccc1CNC(=O)C1Cc2cc(S(=O)(=O)N3CCCC3)ccc2N1C(C)=O (stereo unspecified),2%,-8%,x,-11%,3%,-2%,0%,8%,18%,-10,-7%
CCCNC(=O)NNC(=O)c1cc(-c2ccc3c(c2)OCO3)nc2ccccc12,-10%,-1%,-2%,x,1%,-7%,13µM*,-4%,14%,x,16%
O=C(Nc1ccc(Cl)cc1Cl)c1ccc2c(=O)n3c(nc2c1)CCC3,x,16%,x,x,1.8µM*,1.4µM*,11µM*,x,u,4,x
CCOCCCNC(=O)C(NC(=O)c1cnccn1)c1ccc(C)cc1 (stereo unspecified),-16%,-1%,1%,x,-1%,-2%,1%,-3%,9%,0,5%
O=C(CCC(=O)N1CCN(S(=O)(=O)c2ccc(Cl)cc2)CC1)Nc1ccc2ccccc2c1,u,0%,-4%,-14%,-2%,-4%,-1%,-7%,-16%,-23,-4%
CCn1cc(S(=O)(=O)N2CCCC2)cn1,-3%,5%,-2%,x,-1%,13%,2%,-2%,u,15,-11%
O=c1cc(N2CCC3(CC2)OCCO3)[nH]c(=O)n1C1CCCCC1,33%,-10%,17%,-11%,0%,9%,5%,-1%,u,20,-1%
Cc1ccc(C2CC2c2n[nH]c(=S)n2-c2ccc(Cl)cc2)cc1 (stereo unspecified),2.8µM*,4%,19%,2%,1%,4%,-1%,10µM*,-1%,x,-3%
O=C(O)c1[nH]c2ccccc2c1CC(=O)N1CCN(c2ccccc2)CC1,2%,-2%,1%,1%,-2%,-3%,-19%,0%,-2%,8,-8%
CCOC(=O)/C(=N\Nc1ccc(OC)cc1)c1csc(Nc2ccccc2)n1,u,28%,-3%,u,1%,-3%,9.5µM*,u,16µM*,-2,2%
CSc1nnc([C@H](Cc2c[nH]c3ccccc23)NC(=O)OC(C)(C)C)o1,40%,-1%,-5%,x,15%,17%,-16%,23%,u,13,6%
COc1cccc(NC(=O)C2CCCN(S(C)(=O)=O)C2)c1 (stereo unspecified),6%,-1%,2%,5%,-5%,0%,2%,-12%,-6%,10,2%
O=c1c2ccccc2ncn1Cc1ccc(Cl)c(Cl)c1,-6%,4%,-1%[11.5 µM],15%,-2%,12%,-6%,-19%,12%,12,0%
CN(CC(=O)Nc1ccc(F)c(F)c1F)C(=O)C1CC(=O)N(c2ccc3c(c2)OCCO3)C1 (stereo unspecified),x,2%,x,x,-2%,-5%,3%,x,5%,-6,x
Cc1nnc(NC(=O)c2sc3nc(-c4cccs4)cc(C(F)(F)F)c3c2N)s1,4µM*,3%,10%,u,-1%,3%,u,u,u,-11,13%
COC(=O)c1ccc(NC(=O)COC(=O)C2=NN(c3ccccc3)C(=O)CC2)cc1,x,-3%,x,x,-2%,0%,4%,x,0%,-14,x
COC(=O)c1ccc(NC(=O)COc2ccc([N+](=O)[O-])cc2)cc1,-44%,0%,-15%,x,0%,-6%,-3%,10µM*,u,2,-6%
CCOCCCNCC(=O)Nc1ccc(S(=O)(=O)NC(C)CC)cc1 (stereo unspecified),0%,7%,-2%,-23%,-8%,5%,-1%,-1%,2%,-1,-2%
CCOc1ccc(S(=O)(=O)N2CCCC(C(=O)NCC3CCCO3)C2)cc1 (stereo unspecified),2%,-2%,-18%,x,-4%,-1%,5%,-6%,-6%,3,-3%
CC(C)c1cc(-c2cc(-c3ccccc3)on2)nc(NC2CCCC2)n1,-37%,10%,-5%,x,-8%,-17%,1%,-10%,19%,-13,-3%
N=C1CCCN1CC(=O)c1cccs1,19%,2%,-3%,9%,-3%,-3%,-1%,6%,9%,2,-4%
Cc1ccc(C(=O)NCc2ccco2)cc1S(=O)(=O)N1CCCC1,26%,0%,0%,7%,1%,1%,2%,7%,-3%,-12,-6%
O=C(Nc1cccc(C(F)(F)F)c1)c1cccnc1N1CCOCC1,9%,-32%[inhibitor],-7%,2%,-2%,0%,-3%,-15%,x,6,6%[11.5 µM]
COC(=O)C1=C(C)N(CC2CC2)C(=NCc2cccc(C(F)(F)F)c2)N[C@H]1c1ccccc1,4%,-3%,u,-19%,-3%,-1%,2%,0%,5%,-15,-5%
O=C(/C=C/Nc1ccc(Nc2ccccc2)cc1)c1cccs1,3%,11%,4%,-1%,4µM*,2µM*,4.3µM*,-11%,u,-24,u
Cc1ccc(CN2CC(C(=O)NCC(=O)Nc3c(C)cccc3C)CC2=O)cc1 (stereo unspecified),x,6%,x,x,-1%,0%,3%,x,14%,3,x
O=C(N/N=C/c1c(Cl)cccc1Cl)c1ccc(-n2cnnn2)cc1,x,2%,x,x,1%,-8%,5%,x,u,6,x
O=C(CNS(=O)(=O)Cc1ccccc1)NCc1ccccc1,3%,-2%,x,-17%,-3%,1%,0%,-12%,-3%,-5,1%
Fc1cnc(N/N=C/c2ccc(-c3ccc(Br)cc3)o2)nc1N1CCOCC1,u,0%,4%,x,-1%,-10%,u,u,12µM*,-31,2%
Cc1ccc(C(=O)NC(C)c2ccc(F)cc2)cc1 (stereo unspecified),13%,1%,-2%,12%,0%,6%,-3%,5%,0%,-3,-7%

# One compound at a time (already shown). Screens in order: RORgamma inh | Mito fusion act | PKM2 act | Menin MLL FP TR | NPC1 prom act | Rab9 promoter act | FLuc modulator | VP16 counter | ELG1 DNA repair | KCNH2 3.1 inh | MBNL1 CUG block
# Listed for O=C(CNS(=O)(=O)Cc1ccccc1)NCc1ccccc1 : 3% | -2% | x | -17% | -3% | 1% | 0% | -12% | -3% | -5 | 1%
# Listed for Fc1cnc(N/N=C/c2ccc(-c3ccc(Br)cc3)o2)nc1N1CCOCC1 : u | 0% | 4% | x | -1% | -10% | u | u | 12µM* | -31 | 2%
